Screening data (PubChem BioAssay)
RTF Ca sens act: cardiac RTF calcium sensitization. IANBD-labeled TnC RTF fluorescence at EC20 calcium; 0% EC20 calcium, 100% full calcium. activation, % at 7.2 µM. 340,000 compounds, 0.24% hits. AID 493008;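 active = activation above the mean over all tested compounds plus 3 SD, cut at about 30% in these data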;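 also: rise in fluorescence read as greater calcium sensitivity of cardiac thin filaments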
C-LANA FP: KSHV C-LANA DNA binding inhibition; inhibition, % at 9 µM; AID 504423; 340,000 compounds, 0.078% hits; MBP-C-LANA/FAM-LBS DNA binding, fluorescence polarization;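 active = highest replicate inhibition at or above 60% at 9 µM, even if other replicates fall short; inactive = all replicates below 60% inhibition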;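 also: 0% = neutral control wells and 100% = 4 µM acridine orange control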
Arr AP2 block: inhibitors of human beta-arrestin and AP2 interaction; FITC-arrestin peptide / GST-AP2 beads, flow cytometry; AP2 beta2 appendage carries R879A mutation; inhibition, % at 10 µM; 340,000 compounds, 0.31% hits; AID 504490;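 active = inhibition above a set limit, near 3 SD of compounds lacking own fluorescence, cut at about 54% in these data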;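 also: plate controls were DMSO wells for no effect and 5 µM unlabelled arrestin peptide for full effect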
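Material – AP2 appendage R879A on GSH beads · Buffer or medium – PBS with 0.05% Tween 20 and 0.1% BSA · Probe or stimulus – fluorescein-tagged arrestin peptide at 50 nM final · Incubation – compound with beads 12 min RT, then probe 1 h RT · Detection – high-throughput flow cytometry of beads, ex 488, em 535 nm · Evaluation – percent response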
RTF Ca sens inh: cardiac RTF calcium desensitization; P19429+P45379; IANBD-labeled cardiac RTF, Ca2+ fluorescence; inhibition, % at 7.15 µM; 340,000 compounds, 0.12% hits; AID 493244;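 active = inhibition above the mean inhibition of all tested compounds plus 3 SD, cut at about 17% in these data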;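 also: assay run at fixed EC70 calcium of 1.6 mM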
Keap1 Nrf2 FP: disrupts human Keap1 binding to Nrf2 peptide; Q14145; 340,000 compounds, 0.15% hits; inhibition, % at 9.4 µM; Keap1 Kelch-Nrf2 peptide fluorescence polarization, 1536-well; in the data active = inhibition above about 12%; inconclusive = no clear call, values can overlap the other calls; inactive = below about 7.3%;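 also: human Keap1 Kelch domain with fluorescein labeled Nrf2 9mer peptide probe; 0% = neutral control wells and 100% = peptide positive control; higher means more block of Keap1 binding to Nrf2 peptide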
Target sequence (Q14145 whole entry, looked up, the tested form may be a part): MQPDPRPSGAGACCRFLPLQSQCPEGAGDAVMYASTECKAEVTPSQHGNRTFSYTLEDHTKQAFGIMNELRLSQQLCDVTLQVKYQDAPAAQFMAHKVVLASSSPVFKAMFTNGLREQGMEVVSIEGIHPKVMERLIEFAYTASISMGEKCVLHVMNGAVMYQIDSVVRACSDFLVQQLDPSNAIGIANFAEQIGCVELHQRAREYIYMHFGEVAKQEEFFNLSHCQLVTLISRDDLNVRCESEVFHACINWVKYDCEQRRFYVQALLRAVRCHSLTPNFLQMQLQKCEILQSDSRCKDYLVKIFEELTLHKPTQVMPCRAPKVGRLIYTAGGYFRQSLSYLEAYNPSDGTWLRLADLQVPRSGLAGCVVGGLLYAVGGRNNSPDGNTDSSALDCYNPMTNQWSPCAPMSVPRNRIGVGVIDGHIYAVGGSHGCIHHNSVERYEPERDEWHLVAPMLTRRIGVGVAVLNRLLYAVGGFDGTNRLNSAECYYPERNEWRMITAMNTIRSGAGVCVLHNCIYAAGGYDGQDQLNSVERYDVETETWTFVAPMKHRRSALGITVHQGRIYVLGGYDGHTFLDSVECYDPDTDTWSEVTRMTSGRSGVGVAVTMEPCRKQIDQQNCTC
V-ATPase pH: alters yeast V-ATPase proton transport; AID 504577; response, % at 10 µM; 350,000 compounds, 0.37% hits; S. cerevisiae, pHLuorin cytosolic pH fluorescence; in the data active = response mostly above about 7.3%, no sharp cut-off; inactive = mostly below about 5.4%; also: actives read high; inactives centre near 0; some compounds called inactive have numbers as strong as hits; reference of the scale not given here
MOR-DOR inv ag: inverse agonists of human mu-delta opioid receptor heterodimerization. cell-based MOR-DOR heterodimer luminescence, inverse agonism. AID 504357. P35372+P41143. 340,000 compounds, 0.21% hits. inhibition, % at 9.3 µM; in the data active = inhibition above about 22%, passing the limit was not always enough;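 also: 0% = cells with DMSO and 100% = wells without cells with DMSO; values of inactives mirror those of a sister screen read the other way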
DSG3 Ab inh: inhibitors of pemphigus antibody binding to human desmoglein-3; P32926; DSG3-coupled beads, scFv-anti-DSG3-GFP binding, flow cytometry; active compounds read low; binding (percent of control), % at 10 µM; 310,000 compounds, 0.48% hits;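 active = binding more than 3 SD below its plate's average and above zero; inconclusive = below that plate limit but binding exactly zero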;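 also: hits lower antibody fragment binding to DSG3; some compounds called inactive have numbers as strong as hits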
Wnt bcat act: Wnt/beta-catenin pathway activation; Wnt/beta-catenin reporter cell assay, activator, plate reader; 300,000 compounds, 1.2% hits; activation, % at 9.35 µM; AID 743398; in the data active = activation above about 30%, passing the limit was not always enough; inconclusive = no clear call, values can overlap the other calls;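 also: 0% = neutral control wells and 100% = positive control wells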
OPRM1-OPRD1 ag: agonists of human mu-delta opioid receptor heterodimerization | P35372+P41143 | cells, OPRM1-OPRD1 heterodimerization, luminescence | activation, % at 9.3 µM | 340,000 compounds, 0.3% hits; in the data active = activation above about 18%;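 also: 0% = vehicle-treated cells and 100% = reference agonist; values of inactives mirror those of a sister screen read the other way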
* = called active by the depositor; ? = inconclusive; . = not tested or not shown.

1: Cc1ccc(C)c(N2CCN(C(=O)c3cc(S(=O)(=O)N4CCOCC4)ccc3F)CC2)c1
2: CN(C)S(=O)(=O)c1ccc(NC(=O)CN2C(=O)NC(Cc3ccccc3)C2=O)cc1 (centres undefined)
3: CC(CN1C(C)CCCC1C)OC(=O)c1cccc(F)c1 (centres undefined)
4: CC(C)CCN1CCN(Cc2nc(-c3ccc(F)cc3)cs2)CC1CCO (centres undefined)
5: COc1ccc(-c2nc(-c3cccs3)c(-c3cccs3)[nH]2)cc1O
6: CCOc1cc(CNCCc2ccc(S(N)(=O)=O)cc2)ccc1OCc1ccc(Cl)cc1
7: CC(=O)Oc1ccc(C(=O)Nc2cc(C)on2)cc1
8: Cn1c(SCc2c(F)cccc2Cl)nnc1-c1cccs1
Screen / compound no.	1	2	3	4	5	6	7	8
RTF Ca sens act	7	0	-5	4	0	-6	-3	-6
C-LANA FP	-1.4	9.6	-1.0	1.0	-0.7	1.5	-0.2	-0.5
Arr AP2 block	-6	27	18	-6	32	-4	-8	-6
RTF Ca sens inh	-16	-2	-4	-4	3	-2	-6	-1
Keap1 Nrf2 FP	-7	-1	2	-4	-1	-6	-9	-5
V-ATPase pH	-4	-2	-2	-3	-3	1	-3	-5
MOR-DOR inv ag	10	14	15	13	16	-57	5	9
DSG3 Ab inh	109	103	96	104	98	114	96	95
Wnt bcat act	-3	-1	3	-1	.	.	8	.
OPRM1-OPRD1 ag	-2.0	-2.8	-2.7	-2.6	-3.1	12	-1.1	-1.8

9: Cc1ccc(C(=O)N2CCN(c3ccccc3)CC2)cc1S(=O)(=O)N1CCCC1
10: O=C(O)c1ccc(Cn2cc(C(F)(F)F)ccc2=O)cc1
11: COc1ccc(Cl)cc1C(=O)NN=C1CCCC1
12: c1ccc(-c2cc(-c3nnc4sc(-c5ccccn5)nn34)[nH]n2)cc1
13: COc1ccc(C)cc1S(=O)(=O)Nc1ccccc1
14: COc1c(Cl)ccc(Cl)c1C(=O)NC(=O)Nc1nc(C)cc(C)n1
15: O=C(Cc1ccc(F)cc1)NC1CCCCCC1
16: O=C(CCN1C(=O)c2ccccc2C1=O)Nc1ccc(S(=O)(=O)N2CCOCC2)cc1
Screen / compound no.	9	10	11	12	13	14	15	16
RTF Ca sens act	-4	0	-1	0	2	-2	8	8
C-LANA FP	-0.6	1.5	-0.4	0.1	0.1	-0.1	-0.2	-0.5
Arr AP2 block	2	-7	15	-4	33	-10	10	11
RTF Ca sens inh	-18	-11	0	-12	-7	-7	-6	-9
Keap1 Nrf2 FP	0	-6	1	-1	0	0	-9	-1
V-ATPase pH	1	-1	-2	2	1	1	-1	1
MOR-DOR inv ag	-2	14	13	2	9	-9	8	12
DSG3 Ab inh	106	81	.	108	98	121	115	102
Wnt bcat act	.	-4	-1	.	-1	1	2	3
OPRM1-OPRD1 ag	0.4	-2.2	-2.5	-0.5	-1.7	1.6	-1.5	-2.2

17: CC1CCN(c2cc(=O)n(C3CCCCC3)c(=O)[nH]2)CC1
18: O=[N+]([O-])c1ccc(F)cc1OCc1nc(-c2cccs2)no1
19: CCOC(=O)Cn1nc(C)c(NC(=O)CCc2ccccc2)c1C
20: Cc1ccccc1NC(=O)NC1(C(=O)NCC2CCCO2)CCCCC1 (centres undefined)
21: COC(=O)c1nc(Cl)c(Cl)c(N)c1Cl
22: CCc1ccccc1NC(=O)Cn1nnc(-c2cccs2)n1
23: CN(c1ccccc1)S(=O)(=O)c1ccc(NC(=O)C2CC2)cc1
24: CC(C)C(=O)Nc1cccc(C(=O)N2CCCCC2C)c1 (centres undefined)
Screen / compound no.	17	18	19	20	21	22	23	24
RTF Ca sens act	-3	-2	-5	5	2	3	-1	12
C-LANA FP	-0.2	0.4	-2.0	2.2	1.5	1.7	-0.4	0.4
Arr AP2 block	4	-4	-3	-13	-4	27	-2	6
RTF Ca sens inh	-1	-7	-4	-25	-4	-4	2	-11
Keap1 Nrf2 FP	-4	-3	0	-1	-4	-3	3	0
V-ATPase pH	0	15*	-2	2	2	-3	4	-3
MOR-DOR inv ag	2	0	0	3	13	12	22	-9
DSG3 Ab inh	103	.	109	106	113	99	109	.
Wnt bcat act	2	16	0	-2	-2	.	-4	-3
OPRM1-OPRD1 ag	-0.4	0.0	-0.1	-0.4	-2.6	-2.1	-4.0	1.5

25: COCCn1c(C)cc(/C=C2/NC(=O)N(c3cccc(Cl)c3)C2=O)c1C
26: O=C(COC(=O)CC1CCCC1)Nc1ccc(Br)cc1F
27: Cc1ccc2nc(NC(=O)c3ccc(Cl)s3)sc2c1
28: O=C(CCn1cnnn1)Nc1ccc(F)cc1
29: O=C(Nc1cc(C(=O)N2CCOCC2)cc(C(=O)N2CCOCC2)c1)c1cc(F)c(F)cc1Cl
30: CCOc1ccc(-c2noc(COC)n2)cc1OC
31: O=S(=O)(c1ccc2c(c1)OCCO2)N1CCN(c2cccc(Cl)c2)CC1
32: CC12CC3CC(C)(C1)CC(C(=O)NC1=NCCS1)(C3)C2
Screen / compound no.	25	26	27	28	29	30	31	32
RTF Ca sens act	-4	-5	-5	6	-1	1	-1	-4
C-LANA FP	1.3	3.2	-1.6	3.1	1.0	-1.0	-2.2	-0.5
Arr AP2 block	6	-6	9	11	0	8	-12	11
RTF Ca sens inh	-16	6	-2	-14	6	-5	9	-2
Keap1 Nrf2 FP	-7	-3	-4	-6	-5	-3	-5	2
V-ATPase pH	1	-3	-5	-1	5	3	1	1
MOR-DOR inv ag	9	-12	0	15	28	4	-18	8
DSG3 Ab inh	89	129	100	107	122	114	95	.
Wnt bcat act	-8	1	?	-1	-2	.	.	-6
OPRM1-OPRD1 ag	-1.4	2.3	0.1	-3.3	-4.7	-0.9	3.9	-1.6

33: C(=N\N=C\c1cccs1)/c1cccs1
34: CCC1CCC(N2CCN(c3ccccc3F)CC2)CC1 (centres undefined)
35: CCOC(=O)C1=C(COC(=O)CNC(=O)c2cc(OC)c(OC)c(OC)c2)NC(=O)NC1C (centres undefined)
36: COCCNC(=O)NC(=O)COC(=O)C12CC3CC(CC(NC(C)=O)(C3)C1)C2
37: O=C(CCCN1C(=O)/C(=C\c2cccs2)SC1=S)Nc1cccc(C(=O)O)c1
38: COc1cc(S(=O)(=O)N(Cc2ccc(C)cc2)Cc2ccco2)ccc1-n1cnnn1
39: CCCc1cc(C(=O)N2CCN(S(=O)(=O)c3ccc(OC)c(OC)c3)CC2)cs1
40: CC(C(=O)N1CCN(Cc2ccc3c(c2)OCO3)CC1)c1ccc([N+](=O)[O-])cc1 (centres undefined)
Screen / compound no.	33	34	35	36	37	38	39	40
RTF Ca sens act	-2	-6	8	-7	8	4	14	-2
C-LANA FP	0.5	2.7	0.4	2.5	1.7	1.3	-0.8	-0.6
Arr AP2 block	4	12	31	-9	-11	2	3	2
RTF Ca sens inh	-5	1	-9	0	-5	-2	4	0
Keap1 Nrf2 FP	-6	1	-3	1	-2	-3	-7	1
V-ATPase pH	-2	0	2	-2	0	2	0	.
MOR-DOR inv ag	-6	-20	-2	16	4	-1	0	5
DSG3 Ab inh	100	91	97	.	98	100	103	102
Wnt bcat act	16	5	7	.	-1	.	-2	.
OPRM1-OPRD1 ag	1.1	4.1	0.3	-3.8	-0.7	0.2	-0.1	-0.6

Exported bar-delimited: entries from further up.
nr | molecule | RTF Ca sens act | C-LANA FP | Arr AP2 block | RTF Ca sens inh | Keap1 Nrf2 FP | V-ATPase pH | MOR-DOR inv ag | DSG3 Ab inh | Wnt bcat act | OPRM1-OPRD1 ag
37 | O=C(CCCN1C(=O)/C(=C\c2cccs2)SC1=S)Nc1cccc(C(=O)O)c1 | 8 | 1.7 | -11 | -5 | -2 | 0 | 4 | 98 | -1 | -0.7
33 | C(=N\N=C\c1cccs1)/c1cccs1 | -2 | 0.5 | 4 | -5 | -6 | -2 | -6 | 100 | 16 | 1.1

(next part)
41: NS(=O)(=O)c1ccc(-c2ccc(/C=C3\C(=O)Nc4cc(Cl)ccc43)o2)cc1
42: CCCOc1ccc(Br)cc1/C=N/NC(=O)c1cc(OC)c(OC)c(OC)c1
43: COCCCN1C(=O)C(=O)/C(=C(/O)c2ccccc2)C1c1ccc2c(c1)OCO2 (centres undefined)
44: C=CC[C@H](CC(=O)N[C@H](CO)Cc1ccccc1)C(=O)N[C@H](COC(=O)[C@@H](CC=C)Cc1ccc(F)cc1)Cc1c[nH]c2ccccc12
45: Cc1csc(NC(=O)CSCC(=O)Nc2ccccc2)n1
46: COc1cccc(/C=N/N2CCN(C)CC2)c1
47: Cc1ccc(NC(=O)[C@@H]2CCCN2C(=O)[C@@H]2Cc3ccccc3CN2)c(C)c1
48: O=C(Nc1ccc(Cl)cc1)N1CCN(c2ncccn2)CC1
Screen / compound no.	41	42	43	44	45	46	47	48
RTF Ca sens act	6	9	4	0	5	3	-2	-2
C-LANA FP	5.8	1.0	0.3	0.8	.	0.7	0.4	0.5
Arr AP2 block	-13	3	1	23	22	52	-6	-15
RTF Ca sens inh	-4	-3	-1	6	-7	14	-5	2
Keap1 Nrf2 FP	-9	-4	-4	2	-5	5	3	2
V-ATPase pH	1	9	-2	-3	0	7	1	3
MOR-DOR inv ag	17	-18	5	3	10	7	12	10
DSG3 Ab inh	85	.	99	107	113	135	81	105
Wnt bcat act	-2	.	.	.	1	.	1	0
OPRM1-OPRD1 ag	-3.3	3.5	-0.9	-0.5	-2.2	-1.3	-2.3	-2.0

49: COc1ccccc1NC(=O)CCc1c(C)nc2c(-c3ccc(F)cc3)c(C)nn2c1C
50: N#CNC(N)=Nc1cccc(Cl)c1
51: O=C1[C@H]2[C@@H](c3ccc(Cl)cc3)N3C(=O)N(c4cccc(Cl)c4)C(=O)[C@@]3(Cc3ccc(Cl)cc3)[C@H]2C(=O)N1C1CCCCC1
52: CC(Cc1ccc(Cl)cc1)N1CCC(n2nccc2NC(=O)C2CCCC2)CC1 (centres undefined)
53: Cc1cc(NC(=O)CSc2nc(-c3ccc(Cl)cc3)cs2)no1
54: O=[N+]([O-])c1cccc(N(CC(O)CN2CCCC2)S(=O)(=O)c2ccccc2)c1 (centres undefined)
55: CCOc1ccc2nc(SCc3ccc(C(=O)OC)o3)[nH]c2c1
56: COc1ccccc1-c1sc2cc3c(cc2c1C#CC1(O)CCCCC1)OCO3
57: CCn1c(C)nc2cc(C(=O)NNC(=S)Nc3ccccc3)ccc21
Screen / compound no.	49	50	51	52	53	54	55	56	57
RTF Ca sens act	3	11	-1	4	1	-4	-4	-1	-3
C-LANA FP	3.7	-1.2	-2.3	1.9	0.2	-0.4	1.1	2.0	-2.2
Arr AP2 block	-5	27	16	-5	0	5	-3	-7	-10
RTF Ca sens inh	-21	5	-8	-4	-2	-6	-10	-19	4
Keap1 Nrf2 FP	-3	3	-8	-5	-1	2	-3	2	-5
V-ATPase pH	2	-3	-1	0	0	-3	0	-3	3
MOR-DOR inv ag	-2	12	-11	-4	-31	-28	7	-10	25
DSG3 Ab inh	92	98	101	134	105	104	.	101	108
Wnt bcat act	-3	3	-4	-2	-2	-2	3	-1	3
OPRM1-OPRD1 ag	0.4	-2.1	2.0	0.6	6.2	5.1	-1.1	1.8	-4.8
